NCI-60 one-dose screen, 48 h, at 10 µM unless noted. Numbers give growth in % (100 = growth as untreated, 0 = no growth, -100 = all killed).
HCC-2998 – HCC-2998 colon cancer | 79,000 compounds, 4.7% hits | AID 1794799
KM12 – KM12 colon cancer cells. 82,000 compounds, 5% hits
SNB-75 – SNB-75 CNS cancer; 79,000 compounds, 5% hits
SNB-19 – SNB-19 CNS cancer cells | AID 1794751 | 81,000 compounds, 2.5% hits
SW-620 – SW-620 colon cancer. 82,000 compounds, 5.2% hits
HT29 – HT29 colon cancer. AID 1794748. 81,000 compounds, 7.4% hits
SF-268 – SF-268 CNS cancer cells; AID 1794759; 82,000 compounds, 3.1% hits
SF-539 – SF-539 CNS cancer; 81,000 compounds, 6.8% hits
SF-295 – SF-295 CNS cancer cells. 79,000 compounds, 5.6% hits. AID 1794758
* = called active by the depositor; . = not tested or not shown. Rule for the calls: active = growth percent below 10; inactive = the rest.

SMILES	HCC-2998	KM12	SNB-75	SNB-19	SW-620	HT29	SF-268	SF-539	SF-295
CC1(C)CC(=O)C2=C(C1)N(Cc1ccc(C(=O)O)cc1)C1=C(C(=O)CC(C)(C)C1)C2c1ccc(Cl)cc1	101	108	94	112	101	112	106	110	99
CN(Cc1ccccc1)c1nc(Cl)c(C2CC(c3ccc(F)cc3)=Cc3[nH][nH]c(=O)c32)s1 (configuration not stated)	103	102	91	99	105	101	95	91	107
Cc1cc(C)c(O)c(CNCCCCCCNCc2cc(C)cc(C)c2O)c1	-84*	-38*	-24*	-46*	-75*	-6.1*	24	-85*	-84*
N#CC1=C(N)OC(C2CC2)=C(C#N)C1c1ccco1 (configuration not stated)	118	102	88	.	102	109	.	100	101
COC(=O)c1c(C(=O)OC)c2ccc3c4ncccc4ccc3n2c1C(=O)c1ccc(C)cc1	107	97	95	98	99	95	99	98	88
CCCCN(CCCC)CCCn1c(-c2ccccc2)ccc1-c1ccccc1	60	62	83	83	65	33	74	67	60
CC(C)NC[C@H](O)COc1cccc2ccccc12	97	107	96	98	111	100	110	.	102
COc1ccc(O)c(-c2cc(-c3ccccc3)c(C#N)c(=O)[nH]2)c1	100	91	94	103	105	118	103	98	95
Cc1c(C(=O)OCCO)cc(-c2ccc(Cl)cc2)n1-c1cccc(O)c1	118	96	67	93	101	102	94	96	101
O=[N+]([O-])c1ccc(N/N=C/c2ccccc2O)nc1	15	27	53	56	53	47	40	43	35

Quoted from the entries so far, three compounds:
SMILES	HCC-2998	KM12	SNB-75	SNB-19	SW-620	HT29	SF-268	SF-539	SF-295
CCCCN(CCCC)CCCn1c(-c2ccccc2)ccc1-c1ccccc1	60	62	83	83	65	33	74	67	60
CC(C)NC[C@H](O)COc1cccc2ccccc12	97	107	96	98	111	100	110	.	102
COc1ccc(O)c(-c2cc(-c3ccccc3)c(C#N)c(=O)[nH]2)c1	100	91	94	103	105	118	103	98	95

Further results follow:
SMILES	HCC-2998	KM12	SNB-75	SNB-19	SW-620	HT29	SF-268	SF-539	SF-295
COc1ccccc1N=NNc1ccccc1OC	96	100	86	86	95	93	77	76	89
Cc1ccc(C)c(NS(C)(=O)=O)c1	108	111	89	109	114	109	100	94	97
COc1cc2oc(-c3cccc(C(=O)N[C@@H](C)C(=O)O)c3)cc(=O)c2c(OC)c1OC	111	107	92	97	103	102	105	106	113
O=C(O)c1cccc(Nc2nc3ccccc3nc2/C=C/c2ccc(Cl)cc2)c1	106	52	99	60	72	93	64	85	80
Cc1[nH]c(-c2nc3ccccc3[nH]2)c(C)c1C(=O)NCC(C)C	106	105	95	94	102	108	103	101	97
CCOC(=O)c1ccc(C)nc1	100	110	79	102	104	101	116	101	106
COc1cc(NC(C)=O)c2ncccc2c1Br	99	106	115	104	106	110	113	98	.
O=C1NC(=O)C(Cc2ccc(OCc3ccc(-c4ccc(Br)cc4)cc3)cc2)S1 (configuration not stated)	89	86	79	81	88	104	77	75	76
CCCCNCc1ccccc1	86	93	91	98	94	104	100	99	100
c1csc(-c2[nH]nc3c2CCc2ccccc2-3)c1	44	23	56	70	106	92	101	82	92

A different layout for part of the listing above:
Screens in order – HCC-2998	KM12	SNB-75	SNB-19	SW-620	HT29	SF-268	SF-539	SF-295
COc1cc2oc(-c3cccc(C(=O)N[C@@H](C)C(=O)O)c3)cc(=O)c2c(OC)c1OC
  111	107	92	97	103	102	105	106	113
O=C(O)c1cccc(Nc2nc3ccccc3nc2/C=C/c2ccc(Cl)cc2)c1
  106	52	99	60	72	93	64	85	80
Cc1[nH]c(-c2nc3ccccc3[nH]2)c(C)c1C(=O)NCC(C)C
  106	105	95	94	102	108	103	101	97
CCOC(=O)c1ccc(C)nc1
  100	110	79	102	104	101	116	101	106
COc1cc(NC(C)=O)c2ncccc2c1Br
  99	106	115	104	106	110	113	98	.
O=C1NC(=O)C(Cc2ccc(OCc3ccc(-c4ccc(Br)cc4)cc3)cc2)S1 (configuration not stated)
  89	86	79	81	88	104	77	75	76
CCCCNCc1ccccc1
  86	93	91	98	94	104	100	99	100

Later entries
SMILES	HCC-2998	KM12	SNB-75	SNB-19	SW-620	HT29	SF-268	SF-539	SF-295
CC(C)c1ccc(/C=C(\C#N)c2cc3ccccc3[nH]2)cc1	80	48	80	108	72	46	94	83	81
CC(C)CC(CC(C)C)OB(OC(CC(C)C)CC(C)C)OC(CC(C)C)CC(C)C	102	108	89	100	105	109	96	96	114
Cc1ccc(C(=O)O)c(N)c1C	106	95	83	107	104	101	96	103	93
CC(NC(C(=O)c1ccccc1)c1ccccc1)c1ccccc1 (configuration not stated)	96	102	102	102	111	106	108	110	104
C=C(C)C1CC[C@]2(C(=O)NCCN(CCN)CCN)CC[C@]3(C)C(=CC[C@@H]4[C@@]5(C)C[C@@H](CC#CC#CC[C@@H]6C[C@]7(C)[C@H]8CC=C9[C@H]%10[C@H](C(=C)C)CC[C@]%10(C(=O)NCCN(CCN)CCN)CC[C@@]9(C)[C@]8(C)CC[C@H]7C(C)(C)[C@H]6OC(C)=O)[C@H](OC(C)=O)C(C)(C)[C@@H]5CC[C@]43C)[C@@H]12 (some centres not stated)	97	101	96	104	94	89	101	90	.
COc1ccc(C(O)c2cc3c(N)c(C(=O)Nc4ccccc4)sc3nc2C)cc1 (configuration not stated)	9.2*	3.1*	-7.3*	25	19	-22*	28	-26*	-13*
Nc1ccccc1NC(=O)c1ccc(CN2CC(=O)N[C@@H](Cc3c[nH]c4ccccc34)C2=O)cc1	102	98	80	92	99	98	109	84	102
CNc1cc(C(=O)O)nc(NC)n1	95	102	91	92	98	104	100	95	100
CCCCC(NC(=O)CNC(=O)c1cccc(N2C(=O)/C(=C/c3ccccc3)SC2=S)c1)C(=O)O (configuration not stated)	109	101	88	100	104	107	101	96	99
Cc1ccc(S(=O)(=O)N2CCc3c([nH]c4ccccc34)C2c2ccc(C=O)cc2)cc1 (configuration not stated)	105	92	70	94	90	92	93	92	87
O=C1NC(=O)C(=Cc2cc(-c3ccc([N+](=O)[O-])cc3)n(-c3ccccc3)n2)C(=O)N1	112	100	91	94	102	111	94	103	101
CCCCCCC(C)NCCOC(=O)c1ccc(N)cc1 (configuration not stated)	107	98	94	98	109	97	100	105	95
COc1ccc(C(c2ccccc2OC)c2ccccc2C(=O)O)cc1 (configuration not stated)	108	106	93	99	111	106	108	93	97
O=C(Nc1ccsc1C(=O)NC1CCCCC1)c1ccc(F)cc1	97	107	85	99	93	93	104	101	110
Nc1c(C(=O)Nc2ccc(Cl)c(Cl)c2)sc2nc3c(cc12)C(=O)CCC3	97	102	87	98	109	105	108	107	101
Cc1ccccc1N1CCN(C(=S)Cc2ccccc2)CC1	98	107	90	95	108	101	101	98	100
O=C1NCCC12CCN(c1c(Cl)cncc1-c1ccc(OS(=O)(=O)C(F)(F)F)cc1)CC2	112	98	116	99	104	92	86	94	103
C(=N\Nc1nc2ccccc2s1)/c1ccc2c(c1)OCO2	104	99	94	96	106	104	99	93	105
Nc1c(C(=O)c2ccc(Br)cc2)sc2nc(-c3cnccn3)cc(-c3cccs3)c12	112	104	86	99	98	121	104	96	98
COc1ccc(C(=O)C[n+]2cccc(Br)c2)cc1	90	99	92	106	102	91	102	99	98
CCC(C)C(NS(=O)(=O)c1ccc(C)cc1)C(=O)O (configuration not stated)	105	110	102	96	108	114	111	100	89
O=C1C(=Cc2ccc3cccc(Cl)c3n2)C(=O)c2ccccc21	111	109	79	106	106	111	114	94	113
O=S(=O)(Oc1ccc(-c2cn3ccoc3n2)cc1)c1cccc(C(F)(F)F)c1	100	96	96	95	103	103	102	94	90
CCOC(=O)c1c(O)c2cc(-c3ccccc3)nc(C)c2c(=O)n1C	103	99	97	106	108	93	104	93	98
COc1ccc(O)c(CN2CC3CCC(CC3)C2)c1	104	112	125	107	105	100	106	100	107
COc1ccc2c(c1)CCCC2(O)C#CC1(O)CCCc2cc(OC)ccc21 (configuration not stated)	102	105	112	92	103	108	91	110	109
Cc1cccc2cc(C(c3nnnn3Cc3ccc4c(c3)OCO4)N3CCN(C)CC3)c(=O)[nH]c12 (configuration not stated)	120	107	117	105	112	113	108	105	108
CC(=O)c1nn(-c2ccccc2)/c(=N\N=C\c2coc3ccc(F)cc3c2=O)s1	111	101	73	94	99	108	88	94	.
CCCc1cc(CCC)n2nc(N)nc2n1	98	108	96	113	109	108	110	112	96
COCc1c(N)c(C)nc(Cl)c1NC(C)=O	90	98	90	110	97	88	98	94	100
CC(c1ccccc1)N1CSCN2C(=O)CC(=O)N=C21 (configuration not stated)	101	100	87	93	95	101	94	97	96
N#C/C(=C/N1C(=O)CC(=O)NC1=S)C(N)=O	109	101	92	107	106	110	99	101	100
O=C(Nc1cccc(C(F)(F)F)c1)OC1CC2CC1C1CC3OC3C21 (configuration not stated)	104	96	108	97	118	83	106	109	72
C/C(=N\Nc1cc(C)nc2ccc(Br)cc12)c1ccc([N+](=O)[O-])cc1	56	76	105	76	49	37	98	-44*	49
c1ccc(CNc2nnc(-c3cccnc3)s2)cc1	112	111	90	99	104	83	106	110	110
CC1(C)CC[C@]2(C(=O)O)CC[C@]3(C)C(=CCC4[C@@]5(C)C[C@@H](O)[C@@H]6OC(c7ccc([N+](=O)[O-])cc7)OC[C@@]6(C)C5CC[C@]43C)C2C1 (some centres not stated)	105	86	96	92	97	99	95	103	61
Nc1ccc(N)c2c1C(=O)c1c(N)ccc(N)c1C2=O	96	84	93	93	83	99	83	78	102
Cc1ccc(-c2nc(NS(=O)(=O)c3ccccc3)nc(Cl)c2C#N)cc1	123	106	99	101	112	120	105	102	112
COc1ccc(-c2[nH]c(=S)[nH]c(=O)c2Br)cc1	92	101	65	92	94	103	98	83	91
CC(=O)C1=C(O)C=C2Oc3c(C(=O)/C=C/c4ccccc4)c(O)c(C)c(O)c3[C@]2(C)C1=O	33	34	87	22	50	33	35	.	20
FC(F)(F)c1cccc(OCC2CNC(=S)O2)c1 (configuration not stated)	102	97	78	87	109	99	96	97	103
COc1cc(OC)c(Cl)cc1N	106	107	101	100	102	107	104	95	135
Cc1cc(C(N)=O)cc(C)c1C(=O)OCCCl	96	94	100	109	103	106	95	101	100
Nc1ccccc1C#Cc1ccccc1C#Cc1ccc(OCCCCCOc2ccc(C#Cc3ccccc3C#Cc3ccccc3N)cc2)cc1	116	103	101	109	111	105	122	109	94
CC(C)(C)c1ccc(OC(=O)c2ccccc2)cc1	104	95	107	104	99	.	79	95	104
CCOC(=O)c1cc(C(=O)c2ccc(F)cc2F)n2ncccc12	115	100	86	102	104	98	96	100	105
Cc1cc(C(=O)Nc2ccc(Cl)cc2Cl)c(C)o1	111	107	116	99	114	107	103	103	99
C=C1C(=O)O[C@H]2[C@H]1CC/C(COC(=O)NCc1cc(OC)cc(OC)c1)=C\CC[C@@]1(C)O[C@@H]21	64	45	59	42	-51*	-40*	21	5.3*	81
CNC(C)[C@H]1CCC2C3CCC4C[C@@H](N(C)C(=O)c5ccccc5)CC[C@]4(C)C3CC[C@@]21C (some centres not stated)	18	15	15	67	-22*	-33*	-9.8*	-61*	24
Cc1c(-c2nnc(SCc3ccccc3)o2)sc2nc3ccccc3n12	111	101	153	92	115	102	112	111	94

Assay outcomes: PubChem BioAssay, NCI
